Glioma ERSR ind = inducers of ER stress response in human glioma cells. U87-MG GRP78 promoter luciferase reporter, 16 h. actives 0.02% (n = 420,000). Potency, µM, inactives show at the top dose activation, most hits filed as activators. AID 602332; also: potency is read from the fitted curve at half-maximal effect; series mostly up to about 76 µM; % of control where 0% means no effect; nearly all actives have a fitted effect of over 35% in size
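Stably transfected U87-MG human glioma cells carrying a GRP78-based luminescent sensor were seeded at 1000 cells/well, pin-dosed with compounds and incubated 16 h. Luciferase reagent was then added, and end-point luminescence was read after 10 min at room temperature.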
TrxR1 substrate = substrates of rat thioredoxin reductase 1 | O89049 | purified TrxR1 substrate turnover, NADPH consumption readout | Potency, µM (top dose mostly 114 µM), without a hit: top-dose activity change, negative = substrate turnover | actives 0.01% (n = 390,000) | AID 588456; also: potency is read from the fitted curve at half-maximal effect; % is scaled to controls: 0 for no effect and ±100 for the full control effect; nearly all actives have a fitted effect of over 50% in size
Target sequence (O89049 whole entry, looked up): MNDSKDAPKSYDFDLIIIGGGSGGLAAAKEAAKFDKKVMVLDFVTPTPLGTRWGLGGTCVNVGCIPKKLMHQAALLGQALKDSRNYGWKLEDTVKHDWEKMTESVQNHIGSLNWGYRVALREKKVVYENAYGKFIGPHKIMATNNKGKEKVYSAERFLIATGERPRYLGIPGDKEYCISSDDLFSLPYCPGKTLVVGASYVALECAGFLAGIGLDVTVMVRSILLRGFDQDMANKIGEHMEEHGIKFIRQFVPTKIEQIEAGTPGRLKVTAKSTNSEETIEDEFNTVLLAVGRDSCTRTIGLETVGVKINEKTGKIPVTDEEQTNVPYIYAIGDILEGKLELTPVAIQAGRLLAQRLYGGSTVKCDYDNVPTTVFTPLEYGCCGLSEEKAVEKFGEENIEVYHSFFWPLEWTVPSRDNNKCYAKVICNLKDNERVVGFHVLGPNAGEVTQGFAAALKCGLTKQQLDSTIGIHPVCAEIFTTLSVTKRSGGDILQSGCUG
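Rat TrxR1, dispensed at 90 nM, was prereduced with 400 uM NADPH (final) for 5 min at ~22 deg C, then incubated with compound 15 min before 400 uM selenite. A first-read NADPH fluorescence drop versus no-compound background flagged substrates.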
Vif-APOBEC3F blk = blocks the Vif interaction with APOBEC3F; Potency, µM (top dose mostly 46.1 µM), for inactives: at the highest dose activity, negative = active; actives 0.2% (n = 390,000); HeLa A3F-eYFP + Vif (tagged APOBEC3F with the HIV-1 protein that degrades it), YFP fluorescence increase; AID 602313; also: potency is read from the fitted curve at half-maximal effect; % of control where 0% means no effect; nearly all actives have a fitted effect of over 65% in size
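HeLa cells stably expressing Vif plus C-terminally eYFP-tagged A3F were seeded, incubated overnight at 37 deg C, dosed with compound, incubated overnight again at 37 deg C. Yellow fluorescence (Ex 488/Em 500-530) reported blocked Vif-mediated A3F-eYFP degradation.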
LDHA inh = inhibitors of human lactate dehydrogenase A | P00338 | purified LDHA, NADH/diaphorase-resazurin fluorescence; stronger effect = lower value | activity change, % (values are at about 110 or 230 µM) | actives 0.15% (n = 480,000) | AID 1347041; in the data active = activity change below about -30%; inconclusive = mostly about -25% to -30%;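 also: plate controls were DMSO wells for no effect and wells without enzyme for full effect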
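Remaining NADH was detected by diaphorase (0.133 mg/mL) converting 37 µM resazurin to fluorescent resorufin, read at 0 and 20 minutes. The preceding 5-minute room-temperature reaction used 2 nM LDHA, 0.2 mM sodium pyruvate and 0.06 mM NADH at pH 7.4.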
USP1 inh = blocks the human USP1/UAF1 deubiquitinase complex | recombinant USP1/UAF1, Ub-Rhodamine cleavage fluorescence | actives 0.23% (n = 390,000) | Potency, µM (titrated, usually from 57.1 µM), inactives show at the highest dose activity change, negative = inhibition, usual class: inhibitors; also: potency is read from the fitted curve at half-maximal effect; % is scaled to controls: 0 for no effect and ±100 for the full control effect; nearly all actives have a fitted effect of over 60% in size; inactives centre near -12
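USP1/UAF1 complex at 1 nM was preincubated with compound for 15 min at room temperature, then Ub-Rho substrate (150nM final) was added. Fluorescence (480/540 nm) was read kinetically, 6 reads every 60 seconds.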
IDH1 R132H inh = inhibitors of human mutant IDH1 R132H; O75874; IDH1-R132H enzyme, NADPH consumption, diaphorase/resazurin fluorescence; Potency, µM (series often up to 76.6 µM), without a hit: at the top dose activity change, negative = inhibition, actives largely listed as inhibitors; actives 0.093% (n = 390,000); also: potency is read from the fitted curve at half-maximal effect; % is scaled to controls: 0 for no effect and ±100 for the full control effect; nearly all actives have a fitted effect of over 65% in size
Target sequence (O75874 whole entry R132H, stated change not applied): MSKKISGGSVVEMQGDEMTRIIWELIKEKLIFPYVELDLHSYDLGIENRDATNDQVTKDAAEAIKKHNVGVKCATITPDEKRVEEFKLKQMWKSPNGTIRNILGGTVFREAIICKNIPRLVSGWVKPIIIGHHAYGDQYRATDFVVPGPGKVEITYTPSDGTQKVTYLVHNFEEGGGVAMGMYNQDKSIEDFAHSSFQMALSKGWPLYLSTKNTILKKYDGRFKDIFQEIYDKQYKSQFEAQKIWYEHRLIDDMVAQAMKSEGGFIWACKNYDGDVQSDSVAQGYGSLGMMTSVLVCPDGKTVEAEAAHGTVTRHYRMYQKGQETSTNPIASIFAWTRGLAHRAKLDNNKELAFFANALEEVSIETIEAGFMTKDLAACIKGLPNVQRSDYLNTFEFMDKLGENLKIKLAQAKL
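IDH1-R132H (0.5 ug/mL) preincubated 30 min with compound, then NADPH (0.016 mM) and alpha-KG (2 mM) added; 80 min at RT, pH 7.5. Remaining NADPH coupled via diaphorase/resazurin to fluorescence (540/590 nm); concentration-response curves normalized to no-enzyme control.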
Vif-APOBEC3G blk = blocks the Vif interaction with human APOBEC3G; Q9HC16; HeLa A3G-eYFP + Vif (tagged APOBEC3G with the HIV-1 protein that degrades it), YFP fluorescence, overnight; Potency, µM (titrated, usually from 46.1 µM), inactives show top-dose activity, negative = active, actives largely listed as inhibitors; actives 0.076% (n = 410,000); AID 602310;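 also: potency is read from the fitted curve at half-maximal effect; % is scaled to controls: 0 for no effect and ±100 for the full control effect; nearly all actives have a fitted effect of over 60% in size; hits raise eYFP signal because A3G escapes Vif-driven loss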
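HeLa cells stably expressing Vif and C-terminally eYFP-tagged A3G, seeded overnight at 37 deg C, then exposed to compound by pintool overnight at 37 deg C. Rise in yellow fluorescence (Ex 488/Em 500-530, Acumen) marks blocked Vif-driven A3G degradation.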
rTrxR1 inhibitor = inhibitors of rat thioredoxin reductase 1. actives 1% (n = 390,000). recombinant rTrxR1, NADPH fluorescence consumption, selenite substrate. Potency, µM (doses to about 114 µM), for inactives: top-dose activity change, negative = inhibition, hits mostly inhibitors. O89049; also: potency is read from the fitted curve at half-maximal effect; % is scaled to controls: 0 for no effect and ±100 for the full control effect; nearly all actives have a fitted effect of over 65% in size
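Rat TrxR1 (90 nM in the dispensed reagent) was pre-reduced with 400 uM NADPH for 5 min at room temperature, then incubated with compound for 15 min. After 400 uM selenite was added, NADPH fluorescence (Ex 340/Em 450 nm) was followed for 8 min.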
RGS4 inhibitor = inhibitors of human regulator of G protein signaling 4; P49798; Transcreener GDP fluorescence polarization, RGS4-accelerated GTP hydrolysis; Potency, µM (titrated, usually from 114 µM), for inactives: at the highest dose activity change, negative = inhibition, actives largely listed as inhibitors; actives 0.039% (n = 390,000); also: potency is read from the fitted curve at half-maximal effect; % is scaled to controls: 0 for no effect and ±100 for the full control effect; nearly all actives have a fitted effect of over 75% in size; some results filed as inactive show a strong effect at the top dose
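MLSMR compounds (23 nl, pin-transferred) preincubated 10 min at room temperature with a 500nM (2x) first reagent, then RGS4 at 900nM (2x) plus Transcreener GDP mix added; fluorescence polarization (620/688 nm) read before and after 90 min at 30 °C.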
* hit, by the source's call; ? = inconclusive; · = not tested or not shown; [ ] = dose if it differs, or a comment. Unless noted, calls follow the shape of the dose curve; as a rule, active = well fitted curve in the direction sought with a large enough effect; inconclusive = small, poorly fitted or top-dose-only effect, or another doubt; inactive = no such curve, though single readings can be large; an effect the other way counts as inactive or inconclusive.

Second line of a record: Glioma ERSR ind, TrxR1 substrate, Vif-APOBEC3F blk, LDHA inh, USP1 inh, IDH1 R132H inh, Vif-APOBEC3G blk, rTrxR1 inhibitor, RGS4 inhibitor
- Cc1ccc(S(=O)(=O)N(C)C)cc1NC(=O)CSc1ncc(C(F)(F)F)cc1Cl
    -4%, -8%, 0%, 3, -21%, -3%, 4%, 21%, -4%
- CCOC(=O)C1CCN(C(c2cccc(F)c2)c2c(O)cc(C)n(CCOC)c2=O)CC1 (stereo unspecified)
    -5%, 4%[57.1 µM], -1%, 2, -6%, 0%, 5%, ?, -13%
- COc1ccc([C@@H]2CC(=O)c3c(O)cc(O[C@@H]4OC(CO[C@@H]5OC(C)[C@H](O)[C@@H](O)[C@H]5O)[C@@H](O)[C@H](O)[C@H]4O)cc3O2)cc1O (stereo partly specified)
    -1%, -3%, 6%, 3, 4%, -12%, -2%, 3%, 28%
- COc1ccc(/C=C/c2cnc3ccccc3n2)cc1OC
    -10%, -9%, ·, 2, ·, ·, -9%, -1%, ·
- O=C(c1ccccc1)N1CCN(c2ncnc3sc4c(c23)CCC4)CC1
    -5%, -1%, 1%, -6, -20%, -10%, 2%, -2%, -6%
- CCOCCCN(C(=O)c1snc(C(N)=O)c1N)C(C(=O)NC1CCCC1)c1ccc(OC)cc1 (stereo unspecified)
    -2%, 6%, 0%, 4, -8%, 1%, 6%, -14%, 7%
- COc1ccc(NC(=O)C2CCCO2)cc1Cl (stereo unspecified)
    -2%, -1%, 2%, 4, -5%, 1%, 0%, -6%, -24%
- Cc1ccn2cc(-c3cccc(S(=O)(=O)N4CC(C)OC(C)C4)c3)nc2c1 (stereo unspecified)
    -2%, 9%, 3%, 1, -10%, 8%, 1%, 4%, -30%
- O=C(CSc1nc2[nH]ncc2c(=O)n1-c1ccccc1)NCc1cccs1
    -5%, 3%, -8%, 1, -16%, 10%, 0%, 28%, -18%
- Cc1ccc(NC2=NC3(CCCCC3)N=C(N)N2)c(C)c1
    -2%, 13%, -5%, -10, 3%, 5%, -28%, 29%, 1%
- C#CCN(C[C@H]1[C@H](OC(=O)NCC2CCCCC2)[C@H](OC(=O)NCC2CCCCC2)C[C@H]2C(=O)N(c3ccccc3)C(=O)[C@@H]12)S(=O)(=O)c1ccc(C)cc1
    -2%, ·, -5%, -1, -13%, 5%, -5%, ·, ·
- COc1ccc(NC(=O)CCCC(=O)OCC(=O)c2cccc(OC)c2)cc1
    -3%, -2%, ?, -4, -2%, -17%, 0%, 4%, 65%[activator]
- Cc1nn(-c2ccccc2)c2sc(C(=O)N(CC(=O)NC(C)(C)C)Cc3ccco3)cc12
    9%, -11%, 1%, -1, -5%, 4%, -26%, 9%[57.1 µM], -10%
- COc1cccc(C(=O)C[n+]2ccccc2/C=N/O)c1
    -3%, -1%, 0%, 4, -20%, -2%, -1%, 15%, 0%
- Cc1cccc2cncc(OCc3nnc(SC(F)F)n3C)c12
    -2%, 8%[57.1 µM], 16%, -5, -12%, 2%, 0%, 8%[57.1 µM], 19%
- CCCC(=O)Nc1nn(C)c2nc3ccc(C)cc3cc12
    0%, 14%, 6%, -2, -24%, 7%, -1%, 13%, 18%
- CCSc1ccc2nnc(-c3cccc(F)c3)n2n1
    -3%, 8%, -3%, 1, -15%, 2%, 2%, 9%, -36%
- COC(=O)c1sc(NC(=O)c2ccc3c(c2)OCO3)c(C#N)c1C
    -3%, 6%, 6%, -7, -15%, 13%, 4%, 8%, -14%
- CCCc1c(NC(=O)Nc2ccc(F)cc2)cnn1-c1ccccc1
    2%, 4%, 0%, 1, -17%, -2%, 2%, 19%, 33%
- CC(C)(C)C(C(=O)Oc1ccccc1)c1ccccc1 (stereo unspecified)
    -2%, 7%[57.1 µM], 3%, 3, -17%, -1%, 1%, 33%[57.1 µM], 16%
- O=C1CSC(c2ccccc2)N1Cc1ccccn1 (stereo unspecified)
    1%, 11%[57.1 µM], -32%, -5, -15%, -2%, 1%, 2%[57.1 µM], 3%
- O=C1c2ccccc2C(O)N1Cc1ccco1 (stereo unspecified)
    -3%, 7%[57.1 µM], 4%, -7, -7%, 1%, -4%, 5%[57.1 µM], -1%
- C=CCN(CC=C)S(=O)(=O)c1ccc(NC(=O)COc2ccccc2OC)cc1
    -6%, -5%, -2%, -5, -14%, 6%, 3%, 5%, -4%[11.4 µM]
- O=C(NCC1CCCO1)c1ccc(-c2cccc(C(F)(F)F)c2)o1 (stereo unspecified)
    1%, 3%, 0%, -1, -23%, 10%, -9%, -27%, -4%
- Cc1ccc(S(=O)(=O)Cc2ccc([N+](=O)[O-])cc2)cc1
    -4%, -7%, -14%, 1, -22%, 2%, -7%, -6%, 0%
- Cc1cn2nc(N)c3ccccc3c2n1
    -7%, 103%[activator], 2%, -10, -15%, 2%, 0%, -3%, 10%
- CCOc1ccc(C2C([N+](=O)[O-])=C(C)N(C)C(=O)N2C)cc1OC (stereo unspecified)
    -2%, 0%[57.1 µM], -11%, 0, 9%, 1%, 1%, 7%[57.1 µM], 2%
- COc1ccc(C(=O)O/N=C(\N)c2ccccn2)cc1
    -19%, 2%, 5%, -4, -22%, 5%, 5%, 9%, -20%
- Cc1ccc(-n2nc3c(c2NC(=O)c2ccc4c(c2)OCO4)CS(=O)(=O)C3)cc1C
    -3%, 5%, 2%, 2, -14%, -1%, 1%, 8%, 10%
- CCCCN(CC)S(=O)(=O)c1ccc(C(=O)Nc2nnc(CSC)o2)cc1
    -6%, -6%, -5%, -2, 1%, -5%, 3%, 0%, -48%
- CCOc1ccc(N(Cc2ccc(C(=O)O)cc2)S(=O)(=O)c2ccc(C)cc2)cc1
    -1%, 5%, -6%, -7, -5%, -5%, ?, 3%[57.1 µM], -6%
- C/C(CC(=O)Nc1cc(C)ccn1)=N\NC(=O)C(=O)NC(C)C
    -2%, 1%[57.1 µM], -20%, -12, -5%, -12%, 0%, 1%[57.1 µM], 21%
- CCOc1cccc2sc(N(CCCN(C)C)C(=O)c3ccc(S(=O)(=O)N(C)Cc4ccccc4)cc3)nc12
    -6%, -2%, 1%, -5, -10%, -4%, -5%, -1%, -4%
- COc1ccccc1N1CCN(C(=O)CSc2nnnn2C2CC2)CC1
    -2%, -4%, 7%, -1, -4%, 1%, -1%, -8%, -22%
- CCOc1ccc(/C(O)=C2/C(=O)C(=O)N(c3ncccn3)C2c2ccccc2)cc1 (stereo unspecified)
    1%, -14%, 0%, -12, 4%, 3%, 4%, -2%, 44%
- NC(=O)CSc1nc2ccccc2c(=O)n1-c1ccccc1
    -2%, 7%[57.1 µM], 2%, -7, -16%, 16%, -5%, 6%[57.1 µM], -26%
- COc1ccccc1N1CCN(C(=O)c2ccc(COc3cccc4c3OC(C)(C)C4)cc2)CC1
    -5%, 19%, 1%, -2, -19%, 4%, 1%, 12%, -18%
- COc1ccccc1OCC(=O)Nc1cccc(S(=O)(=O)NC2=NCCCCC2)c1
    -5%, 3%, 4%, -5, -16%, 13%, 3%, 13%, 11%
- CCN(c1ccccc1)S(=O)(=O)c1ccc(C(=O)NCC(c2cccs2)N(C)C)cc1 (stereo unspecified)
    -3%, 11%[57.1 µM], -7%, -5, -19%, 1%, 2%, 13%[57.1 µM], 18%
- CSc1cnnc2ccccc12
    -4%, -1%[11.4 µM], 16%, -5, -6%, 1%, 0%, -18%[11.4 µM], -46%
- CN(CC(=O)Nn1cnnc1)S(=O)(=O)c1ccc(Br)cc1
    -3%, 7%, -13%, -2, -5%, 1%, 6%, 23%, 1%
- O=C(CSc1nc2ccccc2[nH]1)Nc1c(F)c(F)c(F)c(F)c1F
    -8%, 11%, -10%, 3, -18%, 0%, 0%, 31%, -34%
- Cc1cc(NC(=O)C2CC(=O)N(c3cccc(Cl)c3)C2)no1 (stereo unspecified)
    -6%, 3%, 2%, -5, -6%, 13%, 3%, 20%, -15%
- Fc1cc(Cl)ccc1NC1=NCCCCC1
    -5%, 1%, 6%, -6, -19%, 7%, -11%, 8%, -1%
- COC(=O)c1ccc2c(=O)n(-c3ccccc3)c(SCN3C(=O)c4ccccc4C3=O)nc2c1
    -1%, 4%, -4%, -1, -16%, 6%, 2%, 16%, -11%
- Cc1nnc(NC(=O)CCN2C(=O)/C(=C\c3ccccc3)SC2=S)s1
    0%, 5%, 0%, -1, -20%, 7%, -1%, 24%, -3%
- COc1ccc(C2CC(=O)Nc3c2c(C)nn3-c2nncc(-c3ccccc3)n2)c(OC)c1OC (stereo unspecified)
    ·, -4%, ·, -9, -16%, ·, ·, 3%, 3%
- C=CCN(c1ccccc1Cl)S(=O)(=O)c1cc(C(=O)N2CCCC2)ccc1Cl
    3%, 5%, 5%, -16, -25%, 1%, -2%, 35%, 3%
- Cc1[nH]c2ccccc2c(=O)c1SC(F)(F)C(F)C(F)(F)F (stereo unspecified)
    3%, -3%, ?, -3, -20%, 11%, -5%, 6%, -31%

This is a subset; the hit share may differ from the screen's.
